Source: PubChem BioAssay (Johns Hopkins Ion Channel Center)
hERG rescue: hERG rescue from dofetilide block, primary screen, cell-based, CHO-hERG, FluxOR thallium flux, dofetilide IC70 | dofetilide IC70 present | activation (rescue from dofetilide block), less the hit threshold, % at 10 µM | 310,000 tested, 0.51% active;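 active = activation above the mean of controls blocked by dofetilide plus 5 SD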;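 also: thallium influx through hERG after potassium depolarization seen as dye fluorescence rise; in these data hits start at about 4.7%; inactives centre near -7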
KCNQ1 block: inhibitors of human KCNQ1 channel, primary screen, cell-based, thallium flux, high-throughput. B-score at 10 µM. CHO-K1 KCNQ1, FluxOR thallium flux fluorescence; active compounds read high. 310,000 tested, 1.3% active. Potassium voltage-gated channel subfamily KQT member 1 (Homo sapiens), P51787. AID 2642, 2010;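 active = compounds whose thallium flux B-score, printed positive for inhibition, exceeds three library SD while starting fluorescence stays within three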;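 also: channel opened by potassium depolarization with thallium stimulus after 20 min compound exposure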
Target sequence (P51787 whole entry, looked up): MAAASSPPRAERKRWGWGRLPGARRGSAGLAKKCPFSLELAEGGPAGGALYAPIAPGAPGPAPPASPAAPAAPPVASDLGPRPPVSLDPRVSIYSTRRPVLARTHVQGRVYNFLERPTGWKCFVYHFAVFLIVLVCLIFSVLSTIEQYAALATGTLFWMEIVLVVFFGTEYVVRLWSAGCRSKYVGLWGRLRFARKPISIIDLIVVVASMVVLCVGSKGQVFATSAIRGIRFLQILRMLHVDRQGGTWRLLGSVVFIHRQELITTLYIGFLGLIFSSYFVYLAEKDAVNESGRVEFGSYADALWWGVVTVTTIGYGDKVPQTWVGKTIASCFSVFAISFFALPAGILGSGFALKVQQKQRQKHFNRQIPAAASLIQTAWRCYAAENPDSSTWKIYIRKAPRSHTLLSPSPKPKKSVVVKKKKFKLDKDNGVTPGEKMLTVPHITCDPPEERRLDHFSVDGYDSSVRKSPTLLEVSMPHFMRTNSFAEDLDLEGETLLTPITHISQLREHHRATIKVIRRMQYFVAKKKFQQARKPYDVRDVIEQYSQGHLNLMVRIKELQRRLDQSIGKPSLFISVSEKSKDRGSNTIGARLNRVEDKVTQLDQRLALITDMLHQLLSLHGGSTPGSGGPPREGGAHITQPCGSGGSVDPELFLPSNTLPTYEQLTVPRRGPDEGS
KCNK3 block: human KCNK3 channel inhibitors, primary screen, CHO cells, FluxOR thallium flux, B-score. B-score at 10 µM. AID 602410, 2012. FluxOR fluorescence; active compounds read low. Potassium channel subfamily K member 3 (Homo sapiens), O14649. 340,000 tested, 0.84% active;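 active = B-score under library mean minus 4 SD, starting fluorescence ratio at most library mean plus 5 SD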;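 also: more negative B-score means stronger inhibition of thallium flux through KCNK3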
MrgX1 ag: agonists of human MrgX1 receptor, primary screen, HEK293 cells, Fluo-4 calcium flux. B-score at 10 µM. AID 588627, 2011. 310,000 tested, 0.44% active. Fluo-4 calcium fluorescence, agonist mode; active compounds read high;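 active = calcium response B-score plate-corrected fluorescence ratio at least 3 library SD, with starting fluorescence B-score inside 5 SD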
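System – MrgX1-expressing HEK293 cells · Incubation – cells plated overnight, dye loaded 0.5 h 37 °C, 0.5 h room temperature · Technique – kinetic Fluo-4 NW fluorescence of intracellular calcium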
TMEM16A inh: TMEM16A chloride channel inhibitors, primary screen, cell-based, HTS | HEK293 TMEM16A/YFP iodide influx fluorescence, ionomycin | normalized B-score (activity score, 25-100; higher = stronger inhibition) at 10 µM | 310,000 tested, 1.2% active;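 active = ratio plate-corrected score three or more library SD toward inhibition, starting fluorescence score within five deviations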;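 also: score derived from kinetic fluorescence span divided by baseline fluorescence per well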
RGS4 act: RGS4 potentiators or activators, primary screen, cell-based, HEK293 M3R inducible RGS4, calcium flux; 310,000 tested, 0.92% active; carbachol calcium flux Fluo4; active compounds read low; B-score at 10 µM; AID 463111, 2010;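 active = B-score of the integrated calcium signal more than 4 SD below the library mean, with starting fluorescence not abnormally high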;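 also: negative B-score means reduced calcium response which marks RGS4 activation or potentiation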
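Material: Inducible-RGS4 HEK293 cells carrying M3 receptor; also added: carbachol at ECmax as muscarinic agonist stimulus; incubation: compound preincubation 20 min at room temperature before agonist; signal: Fluo4-AM (2 µM) calcium-flux fluorescence, kinetic read; measure: integrated calcium ratio converted to B score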
RGS4 block: RGS4 inhibitors, primary screen, cell-based, HEK293 M3R inducible RGS4, calcium flux; B-score at 10 µM; Fluo-4 calcium flux; active compounds read high; triggered by carbachol at its EC20; Regulator of G-protein signaling 4 (Homo sapiens), P49798; AID 463165, 2010; 310,000 tested, 0.45% active;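 active = B-score, a plate-corrected calcium signal, over three deviations above library mean, with baseline fluorescence within five deviations of library mean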;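 also: RGS4 expression induced by doxycycline in cells with stable M3 receptor; B-score is computed from the integrated fluorescence ratio over baseline after carbachol; higher B-score means a larger calcium signal and so more RGS4 inhibition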
Target sequence (P49798 whole entry, looked up): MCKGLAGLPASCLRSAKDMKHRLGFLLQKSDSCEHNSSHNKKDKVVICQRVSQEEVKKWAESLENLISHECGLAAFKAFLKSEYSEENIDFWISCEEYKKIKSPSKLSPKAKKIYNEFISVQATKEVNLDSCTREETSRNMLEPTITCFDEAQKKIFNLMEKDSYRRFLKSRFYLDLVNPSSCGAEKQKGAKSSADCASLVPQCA
ANO1 activ: TMEM16A chloride channel activators or potentiators, primary screen, cell-based, HTS; 340,000 tested, 0.3% active; AID 623877, 2012; HEK293 TMEM16A/YFP-H148Q/I152L, iodide quench fluorescence; active compounds read low; B-score at 10 µM;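 active = fluorescence-ratio B-score plate-corrected deviation score at least 3 library SD below zero, with starting fluorescence score within 5 deviations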;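 also: channel opened by trigger with iodide after compound preincubation; score built on the fluorescence ratio of max minus min over baseline; more negative score means more quench and so TMEM16A activation or potentiation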
MrgX1 allo act: positive allosteric modulators of MrgX1, primary screen, HEK293 cells, Fluo-4 calcium flux; Mas-related G-protein coupled receptor member X1 (Homo sapiens), Q96LB2; FDSS; active compounds read high; B-score at 10 µM; 310,000 tested, 0.63% active; AID 588675, 2011;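 active = plate-corrected calcium response at least 3 library SD above typical, normal starting fluorescence, not activating the receptor alone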;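 also: compound read alongside a low EC10 to EC30 dose of BAM8-22 agonist; peak minus trough fluorescence over baseline measured at the second addition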
KCNQ1 act: potentiators or activators of KCNQ1 channel, primary screen, cell-based, thallium flux, high-throughput; B-score at 10 µM; Potassium voltage-gated channel subfamily KQT member 1 (Homo sapiens), P51787; CHO-K1 KCNQ1, thallium flux FluxOR fluorescence; active compounds read high; 310,000 tested, 0.35% active;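 active = fluorescence ratio B-score, a plate-corrected score, at least three library SD, with initial intensity B-score within 5 SD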
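Doses: Single concentration per compound, DMSO matched to controls | Test system: KCNQ1-transfected CHO-K1 cells | Timing: 90 min dye loading and 20 min compound exposure, both at room temperature | Measured by: Kinetic FluxOR thallium fluorescence, 10-s 1-Hz baseline, 110-s post-stimulus read | Medium: Assay buffer with matched DMSO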
KCNK9 inh: KCNK9 potassium channel inhibitors, primary screen, HEK293 cells, thallium flux. FluxOR thallium flux fluorescence; active compounds read low. B-score at 10 µM. AID 488922, 2010. 310,000 tested, 1.2% active. Potassium channel subfamily K member 9 (Homo sapiens), Q9NPC2;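 active = ratio B-score over 3 SD below the library mean, with starting fluorescence within 5 SD of its mean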;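 also: negative B-score means less thallium flux so channel inhibition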
The depositor's hits bear a star; i = inactive; · = not tested or not shown.

The line under a structure holds: hERG rescue	KCNQ1 act	MrgX1 allo act	KCNK9 inh	MrgX1 ag	KCNQ1 block	ANO1 activ	TMEM16A inh	KCNK3 block	RGS4 block	RGS4 act
CN(Cc1ccccc1)c1ncnc(N)c1[N+](=O)[O-]
  -8	i	i	i	i	i	i	i	i	i	i
CC(C)CNC(=O)COC(=O)Cc1ccc(Cl)cc1
  -1	i	i	i	i	i	i	i	i	i	i
COc1ccc(NS(=O)(=O)CC23CCC(CC2=O)C3(C)C)cc1 (centres undefined)
  -7	i	i	i	i	i	i	i	i	i	i
CC1(C)C/C(=N\O)c2cc3c(nc2C1)CCCC3
  -14	i	i	i	i	i	i	i	i	i	i
CCN(CCn1cccn1)Cc1c(C(=O)N2C[C@@H](C)O[C@@H](C)C2)nc2ccc(Cl)cn12
  -2	i	i	i	i	i	i	i	i	i	i
COc1ccc(NC2CC(=O)N(CCc3ccccc3)C2=O)cc1 (centres undefined)
  -8	i	i	i	i	i	i	i	i	i	i
O=C(Cc1ccccc1)n1nc(-c2ccco2)nc1SCc1ccccc1
  -7	i	i	i	i	i	i	i	i	i	i
COc1cc(C2C(C(=O)c3ccc(C)o3)=C(O)C(=O)N2c2cc(C)on2)cc(OC)c1OC (centres undefined)
  -5	i	i	i	i	i	i	i	i	i	i
Cc1cc(C)c(NC(=O)CCCN2CCOCC2)c(C)c1
  -5	i	i	i	i	i	i	i	i	i	i
O=C(Nc1ncnc2sc3c(c12)CCCCC3)c1ccco1
  -9	i	i	i	i	i	i	i	i	i	i
CC1(c2nnc(-c3cccc(Cl)c3)o2)CC(c2cccc(Cl)c2)=NO1 (centres undefined)
  -2	i	i	i	i	i	i	i	i	i	i
O=C(O)CNC(=O)CCCn1nnc2ccccc2c1=O
  -8	i	i	i	i	i	i	i	i	i	i
Cc1ccc(Nc2ccc(N)cc2S(=O)(=O)O)cc1
  0	i	i	i	i	i	i	i	i	i	i
CCOc1cc(C)c(C(C)C)cc1S(=O)(=O)n1ccc(C)n1
  -8	i	i	i	i	i	i	i	i	i	i
CCCn1c(=O)c2ccccc2n2c(SCCNCCO)nnc12
  -6	i	i	i	i	i	i	i	i	i	i
CC(C)(C)C(=O)Nc1ccc(C(=O)NNC(=O)Cc2ccccc2)cc1
  -9	i	i	i	i	i	i	i	i	i	i
c1ccc(-n2nnnc2NCCCN2CCOCC2)cc1
  -9	i	i	i	i	i	i	i	i	i	i
COc1ccc(C(=O)NCc2ccc(C(=O)NCC(OC)OC)cc2)cc1OC
  3	i	i	i	i	i	i	i	i	i	i
CCOc1ccc(CCNC(=O)C2CCCN(c3nn4c(=O)cc(C)nc4s3)C2)cc1 (centres undefined)
  -7	i	i	i	i	i	i	i	i	i	i
CN1CCN(C(=O)NCC23CC4CC(CC(C4)C2)C3)CC1
  -14	i	i	i	i	i	i	i	i	i	i
COc1cc(NC(=O)CSc2nc3c(c(=O)[nH]2)CCCC3)cc(OC)c1OC
  0	i	i	i	i	i	i	i	i	i	i
Cc1ccccc1-c1ccc(CN2CCN(C)C(CCO)C2)cc1 (centres undefined)
  -16	i	i	i	i	i	i	i	i	i	i
COc1cc(SC)ccc1C(=O)NCCOc1ccc(Cl)cc1
  -7	i	i	i	i	i	i	i	i	i	i
Cn1c(-c2ccccc2O)cc2ccccc21
  -15	i	i	i	i	i	i	i	i	i	i
COC(=O)Nc1nnc(-c2ccco2)s1
  -9	i	i	i	i	i	i	i	i	i	i
Cc1ccc2[nH]c(=O)c(CN(Cc3ccc4c(c3)OCO4)Cc3nnnn3C3CCCC3)cc2c1
  -13	i	i	i	i	i	i	i	i	i	i
CCS(=O)(=O)NCCCCc1ccccc1
  -10	i	i	i	i	i	i	i	i	i	i
O=C(O)c1ccc(COc2ccccc2/C=C2\NC(=O)N(Cc3ccccc3)C2=O)cc1
  -3	i	i	i	i	i	i	i	i	i	i
O=C(CCc1ccccc1)NNC(=O)Cc1ccccc1
  -8	i	i	i	i	i	i	i	i	i	i
CC(C)C(=O)N(c1ccc(F)cc1)C1C=CS(=O)(=O)C1 (centres undefined)
  1	i	i	i	i	i	i	i	i	i	i
COc1ccc(NC(=O)Cn2c(=O)n(CC3CCCO3)c(=O)c3cc(OC)c(OC)cc32)c(OC)c1 (centres undefined)
  -11	i	i	i	i	i	i	i	i	i	i
Cc1cc(C(=O)Nc2cccnc2)no1
  -9	i	i	i	i	i	i	i	i	i	i
COc1ccc(/C(O)=C2/C(=O)C(=O)N(c3ccccn3)C2c2ccc(C(C)C)cc2)cc1 (centres undefined)
  -10	i	·	i	·	i	i	·	i	i	i
COc1ccc(/C(C)=N/NC(=O)c2ccccc2N)cc1
  -6	i	i	i	i	i	i	i	i	i	i
Cc1cc(C)cc(NC(=O)Cc2ccc(NC3=NC4CS(=O)(=O)CC4S3)cc2)c1 (centres undefined)
  -2	i	i	i	i	i	i	i	i	i	i
CNc1nc(SC)nc(N2CCOCC2)n1
  -11	i	i	i	i	i	i	i	i	i	i
CCOC(=O)c1c(NC(=O)CCCN2CCOCC2)sc2c1CC(C)(C)OC2
  -4	i	i	i	i	i	i	i	i	i	i
Cc1cccnc1NC(=O)COc1ccc2oc3c(c2c1)CCCC3
  -9	i	i	i	i	i	i	i	i	i	i
CCC(=O)N1CCCc2ccccc21
  0	i	i	i	i	i	i	i	i	i	i
O=C(NC1CCS(=O)(=O)C1)Oc1ccc(Cl)cc1 (centres undefined)
  -15	i	i	i	i	i	i	i	i	i	i
CSc1ccc(S(=O)(=O)Nc2ccc(N3CCOCC3)c(Cl)c2)cc1
  -8	i	i	i	i	i	i	i	i	i	i
CCC(CO)NC1=C([N+](=O)[O-])C(=O)CC(C)(C)C1 (centres undefined)
  -1	i	i	i	i	i	i	i	i	i	i
O=C(c1ccc2ccccc2c1)N1CCCCC1
  0	i	i	i	i	i	i	i	i	i	i
COc1ccc(C(=O)OC(C)C(=O)NC(C)CCc2ccccc2)c(OC)c1 (centres undefined)
  -10	i	i	i	i	i	i	i	i	i	i
O=C(NCc1cccnc1)c1ccc(CS(=O)(=O)Cc2ccc(Cl)cc2)o1
  -3	i	i	i	i	i	i	i	i	i	i
c1ccc(-c2nnc(CSc3nnc(-c4cccs4)o3)o2)cc1
  -5	i	i	i	i	i	i	i	i	i	i
CN(CC(=O)Nc1ccccc1Cl)C(=O)C1CCN(S(=O)(=O)c2ccc3c(c2)OCCO3)CC1
  -15	i	i	i	i	i	i	i	i	i	i
Cc1ccc(/C=N/NC(=O)CN2C(=O)CSc3ccccc32)o1
  -6	i	i	i	i	i	i	i	i	i	i
Cn1c(=O)c(=O)n(C)c2cc(S(=O)(=O)CCC(=O)Nc3ccc(F)cc3)ccc21
  -6	i	i	i	i	i	i	i	i	i	i
Cc1ccc(C(=O)N/C(=C\c2cn(C)c3ccccc23)C(=O)NCCCn2ccnc2)cc1
  -8	i	i	i	i	i	i	i	i	i	i

Continuation.
The line under a structure holds: hERG rescue	KCNQ1 act	MrgX1 allo act	KCNK9 inh	MrgX1 ag	KCNQ1 block	ANO1 activ	TMEM16A inh	KCNK3 block	RGS4 block	RGS4 act
COc1cc(CNc2ccc3[nH]c(=O)[nH]c3c2)ccc1OCc1c(F)cccc1Cl
  -3	i	i	i	i	i	i	i	i	i	i
Cc1ccc(Cn2ccc(NC(=O)c3nc4ncccn4n3)n2)cc1
  -1	i	i	i	i	i	i	i	i	i	i
O=C(N/N=C/c1c(O)ccc2ccccc12)Nc1ccccc1
  -9	i	i	i	i	6*	i	i	i	i	i
O=C1Cc2ccccc2C(=O)N1c1cccc(Cl)c1
  -3	i	i	i	i	i	i	i	i	i	i
O=C(COc1ccccc1[N+](=O)[O-])Nc1ccc(NC(=O)c2cc3ccccc3o2)cc1
  -16	i	i	i	i	i	i	i	i	i	i
Cc1cc(C(=O)COC(=O)c2ccc(O)cc2)c(C)n1CC1CCCO1 (centres undefined)
  -8	i	i	i	i	i	i	i	i	i	i
O=C(O)COc1cccc2ccccc12
  -8	i	i	i	i	i	i	i	i	i	i
O=C1Nc2ccccc2N(O)N1c1ccc(Cl)c(Cl)c1
  -8	i	i	i	i	i	i	i	i	i	i
O=C(O)COCC(=O)NCc1csc2ccc(Cl)cc12
  -1	i	i	i	i	i	i	i	i	i	i
COc1ccc(NC(=O)c2cc(S(=O)(=O)N(C)C)ccc2N2CCCC2)cc1Cl
  -10	i	i	i	i	i	i	i	i	i	i
Cc1noc(C)c1S(=O)(=O)N1CCCC1C(=O)NC(C)(C)C (centres undefined)
  -6	i	i	i	i	i	i	i	i	i	i
CCOc1ncccc1C(=O)Nc1ccc2c(C)cc(=O)oc2c1
  -10	i	i	i	i	i	i	i	i	i	i
Cc1cc(C(=O)Nn2c(C3CCCCC3)nc3ccccc3c2=O)ccc1[N+](=O)[O-]
  -6	i	i	i	i	i	i	i	i	i	i
Nn1c(SCC(=O)Nc2ccc3c(c2)OCCO3)nnc1-c1ccncc1
  -3	i	i	i	i	i	i	i	i	i	i
COc1cc(NC(=O)CN(C)S(=O)(=O)c2ccc(C)cc2)cc(OC)c1
  -5	i	i	i	i	i	i	i	i	i	i
Cc1cc([N+](=O)[O-])ccc1NC(=O)COc1nsnc1N1CCOCC1
  -8	i	i	i	i	i	i	i	i	i	i
CCc1ccccc1NC(=O)CCN1C(=O)C2C3CCC(C3)C2C1=O (centres undefined)
  -1	i	i	i	i	i	i	i	i	i	i

An unsorted share of the library; any-hit rate near 6.3%.
